# Bioassay records from PubChem BioAssay.
# MITF inh: inhibitors of human MITF; hit rate 0.91% among 650,000; inhibition, % at 2.6 µM; AlphaScreen MITF homodimerization, bead proximity signal; O75030; AID 1259374; in the data active = inhibition above about 50%;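 note: 0% = vehicle wells with protein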
# Target sequence (O75030 whole entry, looked up): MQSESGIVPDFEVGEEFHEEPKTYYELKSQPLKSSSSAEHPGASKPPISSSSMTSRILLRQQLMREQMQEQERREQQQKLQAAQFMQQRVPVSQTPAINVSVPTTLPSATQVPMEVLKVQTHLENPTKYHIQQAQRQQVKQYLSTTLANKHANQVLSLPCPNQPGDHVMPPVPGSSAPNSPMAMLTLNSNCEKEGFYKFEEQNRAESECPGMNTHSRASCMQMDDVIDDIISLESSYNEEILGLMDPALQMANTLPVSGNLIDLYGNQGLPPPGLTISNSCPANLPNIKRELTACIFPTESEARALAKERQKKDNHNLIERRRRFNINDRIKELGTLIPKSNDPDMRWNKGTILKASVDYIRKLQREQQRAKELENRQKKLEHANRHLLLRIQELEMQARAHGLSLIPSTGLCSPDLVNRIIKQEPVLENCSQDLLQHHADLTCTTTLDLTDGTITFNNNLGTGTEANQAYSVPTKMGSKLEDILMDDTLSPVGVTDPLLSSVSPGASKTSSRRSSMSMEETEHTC
# GPR151 activ: human GPR151 activation; Q8TDV0; AID 1508602; PathHunter beta-arrestin GPR151 cells, luminescence; hit rate 1% among 650,000; activation, % at 11.2 µM; in the data active = activation above about 4.9%;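 note: 0% = median of compound wells and 100% = cells with positive control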
# Target sequence (Q8TDV0 whole entry, looked up): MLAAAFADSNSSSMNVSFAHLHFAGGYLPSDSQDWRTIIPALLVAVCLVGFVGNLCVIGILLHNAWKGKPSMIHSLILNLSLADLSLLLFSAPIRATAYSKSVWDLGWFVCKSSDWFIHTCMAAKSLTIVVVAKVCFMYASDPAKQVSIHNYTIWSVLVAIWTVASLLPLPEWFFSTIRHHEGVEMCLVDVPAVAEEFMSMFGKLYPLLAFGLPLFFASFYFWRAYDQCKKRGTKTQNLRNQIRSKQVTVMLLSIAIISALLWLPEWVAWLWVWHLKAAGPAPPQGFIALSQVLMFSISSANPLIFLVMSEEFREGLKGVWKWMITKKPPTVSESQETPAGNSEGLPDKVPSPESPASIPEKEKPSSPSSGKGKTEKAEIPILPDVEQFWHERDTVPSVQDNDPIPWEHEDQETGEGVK
# FBW7 act: activators of human E3 ligase FBW7; normalized activity (activation), % at 26.1 µM; Q969H0; hit rate 0.13% among 650,000; AID 1259310; AlphaScreen FBW7–phospho-cyclin E peptide binding, activator screen; in the data active = normalized activity above about 1.9%;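 note: purified mutant Fbw7 with reduced substrate affinity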
# TEAD-YAP inh: TEAD-YAP interaction inhibition; inhibition, % at 9.12 µM; hit rate 1.4% among 640,000; HEK-TIYL cells, TEAD-Gal4/YAP UAS-luciferase luminescence; AID 1259422; in the data active = inhibition above about 32%;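 note: 0% = median of test compound wells and 100% = reference inhibitor wells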
# Numbers without * were called inactive.
SMILES	MITF inh	GPR151 activ	FBW7 act	TEAD-YAP inh
O=C(/C=C/c1ccccc1[N+](=O)[O-])NCCCn1ccnc1	-1	0.2	-0.2	1
COC(=O)CC(C(=O)OC)P(=O)(O)CN1CCCCC1 (stereo unspecified)	-3	-0.1	0.1	-4
CCN(CC)c1nc(Nc2nccc3ccccc23)nc(NC2CCN(Cc3ccccc3)CC2)n1	-6	-0.5	0.0	4
CN(C)CCNc1nc2c(c(=O)[nH]c(=O)n2C)n1Cc1cccc2ccccc12	-6	0.3	0.0	-5
OCCN(CCO)Cc1c2ccccc2c(CN(CCO)CCO)c2ccccc12	-12	-0.1	0.0	7
O=C1CCN(CCOc2ccccc2)CCN1Cc1ccccc1	-1	-1.3	-0.2	5
N#C/C(=C\c1cc(Br)ccc1OCc1ccccc1)C(N)=O	1	0.6	0.6	-20
CC1CCC(NC(=O)C2(C)CCC(=O)N2Cc2ccccc2)CC1 (stereo unspecified)	-9	0.7	-0.1	-8
CC(C)OC(=O)CSc1nc2cc3c(cc2cc1C#N)OCO3	15	1.0	0.3	-8
Cc1ccc(C(=O)N2c3ccc(F)cc3CCC2C)o1 (stereo unspecified)	-5	-0.2	0.0	8
CNc1c(C(F)(F)F)c(C(F)(F)C(F)(F)F)nn1-c1ccccc1	4	-0.3	0.0	6
COc1ccc(C(=O)N2CCN(Cc3ccc4c(c3)OCO4)CC2)cc1	55*	-0.3	-0.1	-3
Cc1ccc(N(C(=O)c2ccccc2C)C2C=CS(=O)(=O)C2)cc1 (stereo unspecified)	2	-0.6	0.4	0
Nc1cc(OC(=O)c2ccc(F)cc2)nn1S(=O)(=O)c1ccc(Br)cc1	2	0.4	-0.1	4
O=S(=O)(NCC1CCCO1)c1ccc2ccccc2c1 (stereo unspecified)	12	-0.1	-0.4	-3
C=CCn1c(=S)[nH]c2ccccc2c1=O	6	0.8	-0.2	13
COC(=O)c1sc(NC(=O)CSc2nnnn2-c2ccccc2)c(C(=O)OC)c1C	-12	0.0	0.1	-9
O=C(Nc1ccncc1-c1ccc([N+](=O)[O-])cc1)C1COc2ccccc2O1 (stereo unspecified)	9	-0.7	0.0	-9
Cc1ccccc1N=C1N=C(N)c2ccccc21	-7	-0.4	0.2	-5
O=C(Cn1nc(-c2ccncc2)oc1=O)N1CCc2ccccc21	7	-1.3	0.1	0
c1ccc2[nH]c(CNc3nc(N4CCOCC4)nc4c3ncn4C3CCCCC3)nc2c1	0	-0.1	0.0	74*
O=C1CCCN1CN(C(=O)c1ccccc1)c1cccc(Cl)c1	5	-1.7	0.2	-6
C=CCOc1cccc(/C=N/NC(=O)C(=O)Nc2ccccc2)c1	3	-1.3	-0.1	-27
C=CCNS(=O)(=O)c1ccc(NC(=O)C(C)(C)C)cc1	-2	0.5	0.0	-4
CCC1CCCCN1CCCNC(=O)c1cn(CC)c(=O)c2cc(OC)c(OC)cc12 (stereo unspecified)	-7	-0.6	-0.1	-15
O=C1OC(c2ccc(Cl)cc2Cl)=N/C1=C\c1ccc(Cl)cc1	1	-1.7	0.0	2
CSc1ccc(/C=C/c2noc(-c3ccccc3O)n2)cc1	-2	1.4	-0.1	4
CC[n+]1c(C)sc2ccc3sccc3c21	13	1.4	0.3	1
O=C(CSc1nc2ccccc2c(=O)n1CC1CCC(C(=O)NCC2CCCO2)CC1)NC1CCCC1 (stereo unspecified)	-6	-0.8	0.0	-17
OC(COc1ccccc1)CN1CCN(CC(O)COc2ccccc2)CC1 (stereo unspecified)	-10	0.1	-0.1	10

# Full records, looked up by structure. Order of values: MITF inh | GPR151 activ | FBW7 act | TEAD-YAP inh
# O=C1CCCN1CN(C(=O)c1ccccc1)c1cccc(Cl)c1 as listed: 5 | -1.7 | 0.2 | -6
# Nc1cc(OC(=O)c2ccc(F)cc2)nn1S(=O)(=O)c1ccc(Br)cc1 as listed: 2 | 0.4 | -0.1 | 4
# Cc1ccc(N(C(=O)c2ccccc2C)C2C=CS(=O)(=O)C2)cc1 (stereo unspecified) as listed: 2 | -0.6 | 0.4 | 0

# Following part
SMILES	MITF inh	GPR151 activ	FBW7 act	TEAD-YAP inh
CCOc1ccccc1CN1CCNC(=O)C1CC(=O)N(C)Cc1cn(C)nc1C (stereo unspecified)	-6	0.2	-0.2	-6
OCC1CCCN1c1nc(NC2CC2)c2[nH]cnc2n1 (stereo unspecified)	-10	-0.4	0.0	-18
Cc1sc2nc(Cc3ccccc3)nc(Nc3ccc(O)cc3)c2c1C	5	-0.2	0.1	12
COc1ccccc1-c1nnc(SCC(=O)OCc2ccccc2)o1	-15	-1.6	-0.1	-4
NC(=O)c1c(NC(=O)COc2ccc(I)cc2)sc2c1CCCC2	-3	0.1	-0.2	7
O=C1CCN(C(=O)c2ccccc2F)c2ccccc2N1	0	0.5	-0.1	-6
COCCNC(=O)/C(C#N)=C/c1c(Oc2ccc(Cl)cc2)nc2c(C)cccn2c1=O	5	-1.5	0.2	5
Nc1ccc(Oc2ccc3c(c2)C(=O)N(c2cccc4ccccc24)C3=O)cc1	2	-0.2	-0.1	4
Cc1cccc(-c2nccc(Nc3ccc(OCCN4CCCCC4)cc3)n2)c1	-2	1.3	-0.2	-5
Cc1cc(OCC(=O)Nc2sc(C)c(C)c2C(N)=O)ccc1Cl	2	-0.7	-0.1	-1

# As a working copy, part of the list above.
SMILES	MITF inh	GPR151 activ	FBW7 act	TEAD-YAP inh
CCOc1ccccc1CN1CCNC(=O)C1CC(=O)N(C)Cc1cn(C)nc1C (stereo unspecified)	-6	0.2	-0.2	-6
OCC1CCCN1c1nc(NC2CC2)c2[nH]cnc2n1 (stereo unspecified)	-10	-0.4	0.0	-18
Cc1sc2nc(Cc3ccccc3)nc(Nc3ccc(O)cc3)c2c1C	5	-0.2	0.1	12
COc1ccccc1-c1nnc(SCC(=O)OCc2ccccc2)o1	-15	-1.6	-0.1	-4

# Carrying on.
SMILES	MITF inh	GPR151 activ	FBW7 act	TEAD-YAP inh
COc1ccc(NC(=O)c2ccc3c(=O)n(Cc4ccccc4)c(=S)[nH]c3c2)c(OC)c1	5	-0.8	-0.1	-6
C=CCn1c(SCC(=O)Nc2ccc3[nH]c(=O)[nH]c3c2)nnc1-c1ccccc1F	-1	-0.8	-0.1	-5
CCSCc1nnc(SCC(=O)Nc2ccccc2C)n1CC	-1	1.1	0.0	-9
OCCNCCSc1nnc(-c2cccs2)n1CC1CCCO1 (stereo unspecified)	10	1.2	0.1	-5
CC1CCc2c(sc(NC(=O)c3ccc(=O)[nH]n3)c2C(N)=O)C1 (stereo unspecified)	-3	0.5	0.1	-3
CC(=O)c1ccc(N2CCN(C(=O)C34CC5CC(CC(C5)C3)C4)CC2)c(F)c1	-7	-0.7	-0.2	5
CC1=C(C(=O)OC2CCCCC2)C(c2ccccc2)C2=C(CC(c3ccccc3)CC2=O)N1 (stereo unspecified)	-6	-1.6	-0.1	3
CC(C)(C)n1nc2c(c1NC(=O)c1cccc(Br)c1)CS(=O)C2 (stereo unspecified)	6	0.6	0.0	-2
Cc1cccc(C(=O)Nc2cc(-c3nc4cc(C(C)C)ccc4o3)ccc2Cl)c1	5	0.4	-0.2	-7
N=c1sccn1CC(=O)Nc1cc(Cl)ccc1[N+](=O)[O-]	12	-0.4	0.2	6
CCN1CCN(Cc2cc(=O)oc3cc(C)c(C)cc23)CC1	6	-0.7	0.8	0
CN1CCN(S(=O)(=O)c2ccc(NC(=O)Nc3cccc(Cl)c3)cc2)CC1	8	0.7	0.0	-7
Cc1sc2nc(SCC(=O)NC3CCCCC3)n(C)c(=O)c2c1C	5	4.0	-0.1	6
Cc1c(CSc2nnc(-c3ccco3)n2-c2ccccc2)cccc1-c1ccccc1	-5	-1.7	-0.1	-1
COc1cc(NC(=O)Cn2nc(-c3ccccc3F)ccc2=O)ccc1-n1cnnn1	20	-2.6	0.6	6
CC(=O)c1cc(C(=O)NC(C)c2cnn(-c3ccccn3)c2C)cs1 (stereo unspecified)	-7	0.3	-0.1	-8
Cc1cccn2c(=O)c3cc(C(N)=S)c(=N)n(CC4CCCO4)c3nc12 (stereo unspecified)	-3	2.1	-0.1	-3
Cc1c(C(=O)NC(C)C)sc2ncnc(N3CCN(c4ccccc4)CC3)c12	18	1.3	2.1*	2
Cc1ccc(-c2ccc(C(=O)O)[nH]2)cc1	-6	-0.3	0.1	-2
Cc1ccc(-c2cc(C(F)(F)F)n3nc(C(=O)NC(C)C)cc3n2)cc1	-2	-0.1	-0.1	1
CCOc1ccc(CN2CCc3nnc(C(C)NC(=O)C(C)C)n3CC2)cc1 (stereo unspecified)	1	-0.1	0.0	0
COC(=O)c1cccc(NC(=O)/C=C/c2ccc(OC)c(Br)c2)c1	12	-0.5	0.1	-6
CC(=O)c1cccc(CN2CCC(C(=O)Nc3cccc(-c4nnc(C)s4)c3)CC2)c1	6	-0.9	0.0	5
COCCNC(=O)C(=O)NNC(=O)c1ccc(F)cc1	0	0.7	0.1	0
CC(=O)Nc1c2c(nn1-c1ccc(C)cc1C)CS(=O)C2 (stereo unspecified)	-7	-0.6	0.0	-7
Cc1ccc(NC(=O)C(=O)N/N=C/c2ccccc2O)cc1	0	0.9	-0.1	-1
CCOCCOC(=O)C1=C(C)NC2=C(C(=O)CC(c3ccccc3)C2)C1c1cccc(F)c1 (stereo unspecified)	0	0.5	0.4	23
N#Cc1c(NC(=O)COC(=O)CNC(=O)c2cccc(OC(F)F)c2)sc2c1CCC2	-7	-0.7	-0.1	6
O=C1C(=O)N(CCBr)C(c2ccccc2)/C1=C(\O)c1ccccc1 (stereo unspecified)	59*	0.0	0.2	-12
COCCN(CCOC)c1ncnc2c1cnn2-c1ccc(Cl)cc1	-5	1.7	0.0	-22
Cc1ccccc1OCC(=O)Nc1nnn(C)n1	-2	-0.5	0.2	-8
COc1ccc(CCNc2cc(-c3ccc(N4CCN(C)CC4)cc3)nc(N)n2)cc1	-16	-1.0	0.1	3
O=C(/C=C/c1cccs1)Nc1scc(-c2ccccc2)c1C(=O)O	-8	-10	-0.1	-13
COc1ccc(CCNC(=O)C(C(=O)c2ccccc2)n2ccccc2=O)cc1OC (stereo unspecified)	11	-1.0	0.6	12
Cn1nnnc1SCCNCc1ccccc1OCc1ccc(F)cc1	-9	1.0	0.0	7
CCN(CC)S(=O)(=O)c1ccc(NS(=O)(=O)c2ccccc2C#N)cc1	-8	-0.8	0.0	-11
Cc1nn(C)c(C)c1-c1ccc2nc(C(C)C)[nH]c(=O)c2c1	-10	5.6*	-0.1	3
Nc1c(C(=O)NCCCN2CCOCC2)nnn1Cc1ccccc1	2	-0.2	0.3	-3
NC(=O)c1c(NC(=O)CSc2ncnc3sc4c(c23)CCCC4)sc2c1CCC2	4	2.4	0.1	6
CCc1ccc(C(=O)CSc2nnc(-c3ccco3)n2-c2ccccc2)cc1	-13	1.0	0.1	7
COc1cc2nc(-c3ccc([N+](=O)[O-])cc3)oc(=O)c2cc1OC	15	-0.7	0.4	9
O=S(=O)(NCC1(c2cccs2)CCOCC1)c1cccs1	6	0.8	0.5	-2
C=CCNC(=O)C1CC(=O)N(c2ccc(OCC(=O)Nc3c(C)cccc3CC)cc2)C1 (stereo unspecified)	1	2.7	-0.1	10
O=C(Nc1cc(F)cc(F)c1)c1ccc(N2CCCCC2)c([N+](=O)[O-])c1	-1	-0.6	-0.3	-52
CCOC(=O)/C(C#N)=C/Nc1cccc(Cl)c1C	-2	-0.6	-0.2	-9
COc1ccc(C(=O)c2ccc(N3CCOCC3)c([N+](=O)[O-])c2)c2ccccc12	-2	0.3	-0.2	-7
CC(=O)c1cccc(CN2CCC(CO)(CCOc3ccccc3)CC2)c1	6	-1.4	0.2	-3
COc1cc(/C=C/C(=O)OCC(=O)NC(=O)NC2CCCCC2C)ccc1OC(F)F (stereo unspecified)	-1	-0.6	0.0	10
O=C1N=C(N2CCOCC2)S/C1=C/c1ccc(-c2ccc([N+](=O)[O-])cc2)o1	-9	0.1	0.0	-4
CC1=NN(C(=O)c2ccc(-n3cccc3)cc2)C(O)(C(F)(F)F)C1 (stereo unspecified)	-11	0.3	-0.2	-4

# Additional results follow:
SMILES	MITF inh	GPR151 activ	FBW7 act	TEAD-YAP inh
CCN(C(=O)c1cn(C)c(=O)c2cc(OC)c(OC)cc12)c1cc(OC)ccc1OC	-14	0.3	0.0	-4
CCCCNC(=O)NS(=O)(=O)c1ccc(C(=O)OCC)o1	-2	-1.0	0.0	15
COc1ccccc1NC(=O)CNCc1cccs1	-9	-0.3	0.0	2
O=C1CC(N2CCN(Cc3ccccc3)CC2)C(=O)N1c1ccccc1C(F)(F)F (stereo unspecified)	-13	-0.2	0.1	4
COc1ccc(CN2CCN(CCOCCO)CC2)cc1	14	1.5	0.1	6
COc1ccc(C(=O)Nc2ccc(C(=O)NCCc3ccccc3)cc2)cc1	9	5.2*	0.1	-6
COc1cc2c(cc1OC)C(c1ccc(N(C)C)cc1)NCC2 (stereo unspecified)	8	-0.9	0.0	7
c1cc(Nc2ccc3c(c2)OCO3)nc(NCc2ccc3c(c2)OCO3)n1	-1	1.7	-0.2	15
Cc1cc(C)n2c(Br)c(CN3CC(C)CC(C)C3)nc2n1 (stereo unspecified)	3	0.0	-0.1	8
FC(F)(F)Oc1ccc(Nc2ccnc3cc(Cl)ccc23)cc1	-2	0.6	-0.1	-4
O=C(Nc1ccc(F)cc1F)NC1CCCCC1	-27	1.8	-0.1	-30
